GPR7 antagonist – antagonists of human GPR7 (neuropeptides B/W receptor 1). P48145. GPR7-expressing cells, fluorescence antagonist assay. inhibition, % at 4.4 µM. hit rate 1.1% among 290,000. AID 1861; in the data active means inhibition above about 16%, passing the limit was not always enough;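 further: cells stimulated with the agonist NPW; 0% = agonist with vehicle and 100% = vehicle without agonist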
Target sequence (P48145 whole entry, looked up): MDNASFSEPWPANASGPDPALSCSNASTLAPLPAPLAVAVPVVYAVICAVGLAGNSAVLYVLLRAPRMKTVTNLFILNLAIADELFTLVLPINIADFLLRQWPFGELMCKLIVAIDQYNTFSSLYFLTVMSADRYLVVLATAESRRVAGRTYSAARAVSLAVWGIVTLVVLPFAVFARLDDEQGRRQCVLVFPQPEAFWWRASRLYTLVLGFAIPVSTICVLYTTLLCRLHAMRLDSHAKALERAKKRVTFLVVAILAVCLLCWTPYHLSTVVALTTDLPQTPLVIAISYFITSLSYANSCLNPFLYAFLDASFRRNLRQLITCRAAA
CHO parental Ca – counter-screen for OX1R antagonists: effect in parental CHO cells | AID 463079 | hit rate 0.63% among 330,000 | parental CHO-K1, ATP-induced calcium, Fluo-8 fluorescence | inhibition, % at 5.6 µM;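 active means inhibition above that plate's mean sample inhibition plus 3 SD, cut at about 26% in these data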;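 further: 0% = ATP-challenged DMSO wells and 100% = DMSO wells without ATP; some compounds past the cut are filed as inactive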
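Test system: untransfected parental CHO cell line; also added: ATP stimulus; dosing: 5.6 µM, single dose; signal: calcium-sensitive Fluo-8 fluorescence; measure: percent inhibition of ATP-evoked calcium rise, normalized to controls; benchmarks: low control ATP plus DMSO, high control DMSO only; replication: one well per compound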
OXTR agonist – activates the human oxytocin receptor | hit rate 0.32% among 320,000 | activation, % at 3 µM | CHO-OTR cells, Fluo-8 calcium fluorescence; normalized: DMSO 0%, oxytocin 100% | P30559;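 active means activation above the mean of all tested compounds plus 3 SD, cutoff set per screening run, cut at about 20% in these data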;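 further: peak over basal fluorescence ratio from a 100 s FLIPR kinetic read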
Target sequence (P30559 whole entry, looked up): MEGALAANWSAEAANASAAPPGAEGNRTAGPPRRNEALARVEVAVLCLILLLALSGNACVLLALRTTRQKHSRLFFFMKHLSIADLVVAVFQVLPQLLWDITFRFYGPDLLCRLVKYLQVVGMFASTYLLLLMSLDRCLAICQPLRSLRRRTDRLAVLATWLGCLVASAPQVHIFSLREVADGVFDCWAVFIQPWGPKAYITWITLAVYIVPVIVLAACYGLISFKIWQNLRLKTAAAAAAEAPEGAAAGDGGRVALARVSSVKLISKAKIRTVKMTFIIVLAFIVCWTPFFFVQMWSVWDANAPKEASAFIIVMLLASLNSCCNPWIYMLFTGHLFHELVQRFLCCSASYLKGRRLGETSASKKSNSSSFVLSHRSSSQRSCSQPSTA
OXTR potentiate – potentiators of human oxytocin receptor | P30559 | CHO-OTR cells, Fluo-8 calcium fluorescence, potentiator mode; 0% = oxytocin EC15, 100% = EC100 | activation, % at 3 µM | hit rate 0.061% among 320,000 | AID 2445;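 active means activation above that plate's cutoff, the mean activation of tested compounds plus 3 SD, cut at about 6.6% in these data, passing the limit was not always enough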;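 further: 100% uses oxytocin at 75 nM as the full agonist control; some results filed as inactive read as strong as hits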
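Replication – single well per compound, singlicate · Assay system – CHO cell line stably expressing human OTR · Timing – 6 min pre-incubation, 100 s read · Measure – normalized max/min fluorescence ratio, % activation · Doses – 3.0 µM, one dose · Detection – Fluo-8 calcium dye fluorescence · Probe or stimulus – oxytocin near EC15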
V1aR counter – activates human V1a receptor in oxytocin agonist counter-screen; P37288; CHO-V1R cells, Fluo-8 calcium fluorescence, agonist mode; 0% DMSO, 100% 3 nM vasopressin; activation, % at 3 µM; hit rate 0.25% among 320,000; AID 2797;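 active means activation above the mean activation of all tested compounds plus 3 SD, per screening run, cut at about 20% in these data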;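 further: signal is peak over basal fluorescence ratio across a 100 second FLIPR read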
CHO-K1 Ca PAM – nonselective activator or artifact in parental CHO-K1 calcium assay. hit rate 0.02% among 360,000. ATP EC20, Fluo-8 calcium fluorescence; 0% at ATP EC20, 100% at ATP max. activation, % at 3 µM;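 active means activation above the run cutoff, the mean activation of all test compounds plus 3 SD, cut at about 40% in these data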;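 further: peak over basal fluorescence ratio in a 140 s read after ATP addition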
CHO-K1 Ca antag – counter-screen for M1 antagonists: effect in parental CHO-K1 cells | hit rate 0.6% among 360,000 | ATP-induced calcium, Fluo-8 fluorescence | AID 602250 | inhibition, % at 3 µM;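 active means inhibition above a per-plate cutoff, the plate's mean sample inhibition plus 3 SD, cut at about 24% in these data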;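 further: 0% = DMSO plus EC80 ATP and 100% = DMSO alone without ATP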
TAAR1 antagonist – human TAAR1 antagonism; inhibition, % at 3 µM; AID 624466; hit rate 1.5% among 360,000; CHO RD-HGA16 TAAR1, Fluo-8 calcium fluorescence, antagonist; Q96RJ0;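 active means inhibition above a per-plate cutoff, the mean inhibition of test compounds on that plate plus 3 SD, cut at about 49% in these data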;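 further: 0% = DMSO plus EC80 beta-PEA response and 100% = DMSO alone without agonist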
Target sequence (Q96RJ0 whole entry, looked up): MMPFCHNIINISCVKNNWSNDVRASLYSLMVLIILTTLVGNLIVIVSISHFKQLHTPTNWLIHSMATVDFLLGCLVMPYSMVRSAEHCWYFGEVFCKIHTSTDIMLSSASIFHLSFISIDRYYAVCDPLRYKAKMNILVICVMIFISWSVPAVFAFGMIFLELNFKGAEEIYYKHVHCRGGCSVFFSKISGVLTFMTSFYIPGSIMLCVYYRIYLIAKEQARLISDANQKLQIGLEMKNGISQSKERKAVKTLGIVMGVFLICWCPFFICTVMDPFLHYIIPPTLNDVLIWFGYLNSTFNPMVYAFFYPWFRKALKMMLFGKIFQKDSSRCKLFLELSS
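System: RD-HGA16 CHO cells with stable hTAAR1 and Gα16 | Probe or stimulus: EC80 β-phenethylamine stimulus | Dosing: 3 µM, single point | Times: Dye loading 75 min at 37 °C, then 30 min room temperature | Measured by: Fluo-8 calcium-sensitive fluorescence | Read-out basis: % inhibition of agonist calcium response | Replicates: n of 1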
CHO-K1 Ca ag – counter-screen for M1 agonists: effect in parental CHO-K1 cells. AID 602248. activation, % at 3 µM. hit rate 0.48% among 360,000. Fluo-8 calcium fluorescence; scaled to maximal ATP response, vehicle zero; in the data active means activation above about 15%;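 further: untransfected CHO-K1 host cells lacking M1 receptor as counterscreen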
An asterisk follows results filed as active; . = not tested or not shown.

SMILES	GPR7 antagonist	CHO parental Ca	OXTR agonist	OXTR potentiate	V1aR counter	CHO-K1 Ca PAM	CHO-K1 Ca antag	TAAR1 antagonist	CHO-K1 Ca ag
CCC(CO)NCc1ccccc1OC(C)C (stereo not drawn)	-1	-6	0.7	-3	0.1	19	-14	-33	-0.1
N#CCc1ccc(OC(=O)c2cnccc2C(F)(F)F)cc1	-8	-2	2.5	0	1.4	12	-6	-9	1.1
O=C(NNC(=O)c1cc2ccccc2cc1O)Nc1ccc(F)cc1F	-16	5	3.8	-10	11	5	4	-22	3.1
Cc1cc(C)c(C(=O)COC(=O)c2cc([N+](=O)[O-])ccc2N2CCOCC2)cc1C	.	16	-0.6	-2	0.8	20	-8	6	0.4
O=C(Nc1ccccc1O)c1ccc(NS(=O)(=O)c2cccc3cccnc23)cc1	-17	-7	1.1	-8	4.4	5	1	15	1.9
Cc1cccc(OCCn2nc(C(=O)O)c3ccccc3c2=O)c1	-9	-17	1.3	-4	2.2	14	-1	10	4.3
COC(=O)c1ccc(=O)n(Cc2ccc3c(c2)OCO3)c1	-5	-10	0.7	-8	0.7	-8	16	-2	0.3
Cc1ccc(C(=O)C(C)OC(=O)C2CCN(c3ccc(C(F)(F)F)cn3)CC2)cc1C (stereo not drawn)	.	-25	-0.8	-10	0.3	11	4	-27	9.2
Cc1ccc(C)c(NC(=O)CSc2ccc(S(=O)(=O)N3CCCC3)cn2)c1	.	-9	2.1	-9	3.6	-1	-10	12	1.2
COc1cc(N=c2oc3c(C)ncc(CO)c3cc2C(N)=O)cc(OC)c1OC	-9	-3	-0.1	-13	0.5	11	-5	-10	1.0
CC(=O)Nc1cc(-c2ccccc2F)cn2c(-c3cccc(C(F)(F)F)c3)cnc12	.	.	.	.	.	15	-9	33	0.3
CC1(C)CC(=O)C=C(c2ccc(Oc3ccccc3)cc2)C1=O	.	.	.	.	.	9	-18	21	0.2
C/C=C/c1ccc(OCC(O)CNCC(c2ccc(OC)cc2)N(C)C)c(OC)c1 (stereo not drawn)	2	-13	-0.7	2	2.5	-4	-13	1	-0.3
CCCC(=O)c1c[nH]c(C(=O)NCCCN2CCOCC2)c1	-6	-9	0.1	-10	0.3	-4	-3	2	0.1
C=CCn1c(NC(=O)c2ccc(C)cc2)nc2ccccc21	-32	12	-3.1	-15	-1.2	-4	-1	-11	0.1
c1ccc(-c2ccc3sccc3n2)cc1	.	-1	-2.0	2	-1.7	-5	-9	11	-0.9
CCN(CC(=O)NCCc1ccc(S(N)(=O)=O)cc1)Cc1ccccc1	4	-16	-0.1	-5	2.2	-8	2	6	0.7
Cc1c(C(=O)NCc2ccc(F)cc2)oc2ccc(S(=O)(=O)N3CCOCC3)cc12	6	-21	2.2	-7	4.5	-24	-7	48	7.7
CCOC(=O)N1CCN(S(=O)(=O)c2ccc(C(=O)N(CCCN(C)C)c3nc4ccc(OC)cc4s3)cc2)CC1	3	-28	0.2	-6	-0.3	-26	7	-2	0.4
COc1ccccc1C1C(C(C)=O)=C(O)C(=O)N1CCc1ccccc1 (stereo not drawn)	-14	-8	-0.2	-7	2.7	-6	7	4	-0.2
Cc1cccc(NC(=O)c2ccc3nccnc3c2)c1C	-6	-1	0.5	3	-0.5	-6	-6	-1	0.6
Cc1ccc(-c2nnc(SCC(=O)Nc3ccccc3N3CCOCC3)o2)cc1	-8	.	.	.	.	9	-4	-8	0.7
OC(CN1CCN(c2ccc(C(F)(F)F)cn2)CC1)c1ccccc1 (stereo not drawn)	-9	-16	2.2	-1	1.5	14	-2	.	13
CC(=O)c1c(C)[nH]c(-c2ccccc2)c1C	1	-2	-1.1	-6	0.9	-7	-7	-27	-0.2

Sorted by molecular weight (low to high): part of the list above
SMILES	GPR7 antagonist	CHO parental Ca	OXTR agonist	OXTR potentiate	V1aR counter	CHO-K1 Ca PAM	CHO-K1 Ca antag	TAAR1 antagonist	CHO-K1 Ca ag
c1ccc(-c2ccc3sccc3n2)cc1	.	-1	-2.0	2	-1.7	-5	-9	11	-0.9
Cc1cccc(NC(=O)c2ccc3nccnc3c2)c1C	-6	-1	0.5	3	-0.5	-6	-6	-1	0.6
OC(CN1CCN(c2ccc(C(F)(F)F)cn2)CC1)c1ccccc1 (stereo not drawn)	-9	-16	2.2	-1	1.5	14	-2	.	13
CCN(CC(=O)NCCc1ccc(S(N)(=O)=O)cc1)Cc1ccccc1	4	-16	-0.1	-5	2.2	-8	2	6	0.7
Cc1ccc(-c2nnc(SCC(=O)Nc3ccccc3N3CCOCC3)o2)cc1	-8	.	.	.	.	9	-4	-8	0.7
Cc1c(C(=O)NCc2ccc(F)cc2)oc2ccc(S(=O)(=O)N3CCOCC3)cc12	6	-21	2.2	-7	4.5	-24	-7	48	7.7
CCOC(=O)N1CCN(S(=O)(=O)c2ccc(C(=O)N(CCCN(C)C)c3nc4ccc(OC)cc4s3)cc2)CC1	3	-28	0.2	-6	-0.3	-26	7	-2	0.4

Going on with the list.
SMILES	GPR7 antagonist	CHO parental Ca	OXTR agonist	OXTR potentiate	V1aR counter	CHO-K1 Ca PAM	CHO-K1 Ca antag	TAAR1 antagonist	CHO-K1 Ca ag
Cc1nn(-c2ccccn2)c2c1C(c1ccccc1Cl)C1=C(N2)c2ccccc2C1=O (stereo not drawn)	-13	-18	-2.1	-10	0.1	20	-8	-14	0.6
Cc1nc2sc(C(=O)OC(C)C)c(N)c2c(C)c1C	-9	-16	0.0	-2	0.6	11	-12	-7	1.1
O=C(OCC1CCNCC1)c1ccc(F)cc1	.	.	.	.	.	10	-4	-8	0.2
COc1cccc(OC)c1C(=O)Nc1ccc2c(c1)CCCN2S(=O)(=O)c1ccc(C)cc1	-2	-11	-0.1	-7	1.2	-10	-4	5	1.1
CC(CN1CCCCC1)OC(=O)COc1ccc(Br)cc1 (stereo not drawn)	-12	-15	1.3	-2	0.2	-6	7	-15	0.3
CC(=O)N1CC(C)Sc2ccc(S(=O)(=O)NC(C)c3ccccc3)cc21 (stereo not drawn)	-12	-13	7.0	-10	9.2	-2	4	-22	8.5
CC(=O)c1ccc(S(=O)(=O)N2CCN(C(=O)CSc3ccc(C)c(C)c3)CC2)cc1	35*	4	5.3	-13	7.3	6	-9	13	5.0
CCc1ccc(-c2cc(C(F)(F)F)n3nc(C(=O)Nc4c(C)nn(Cc5ccc(F)cc5)c4C)cc3n2)s1	-11	-27	0.5	-7	0.3	19	-18	-1	2.4
CC(=O)NC(Cc1ccccc1)C(=O)Oc1ccc2ccccc2c1 (stereo not drawn)	.	.	.	.	.	-10	-14	20	3.2
O=C(CSc1nnc(NC(=O)C2CC2)s1)Nc1ccc(F)cc1	-4	-12	-1.2	-12	1.1	13	-15	-19	0.5
CC1(C(=O)NS(=O)(=O)c2cccc(F)c2)CCN1C(=O)CCc1ccccc1 (stereo not drawn)	.	.	.	.	.	12	-9	-23	-0.2
O=C(COC(=O)c1cc(-c2ccncc2)nc2ccccc12)Nc1ccc2c(c1)OCO2	0	1	-0.1	-11	0.3	.	.	.	.
COc1ccc(C(CNC(=O)c2oc3ccc(OC)cc3c2C)N2CCCC2)cc1 (stereo not drawn)	.	-22	2.0	-8	0.7	-30	30*	-5	-0.2
Cc1ccccc1CNC(=O)C1CCCN(c2nnc(C)c3c(C)n(-c4ccccc4)nc23)C1 (stereo not drawn)	-7	-39	-2.5	-4	-1.2	22	-11	-62	-1.2
COc1ccc(-c2cc(C(=O)Nc3ccc(OC)c(OC)c3)[nH]n2)c(C)c1	.	.	.	.	.	10	-8	5	2.9
CCc1c(Cl)nc(N)nc1Nc1ccccc1C	.	.	.	.	.	10	0	7	0.4
CCCc1c(C(=O)N2CCN(c3ccccc3OC)CC2)cnn1-c1ccccc1	-8	-34	-0.1	-18	5.0	13	-9	-2	3.7
O=C1N(Cc2ccccc2)CCCC12CCCN(Cc1ccccc1)C2=O	-7	-17	-2.1	-3	-0.7	16	-5	23	0.1
COc1ccc(CC(=O)Nc2cccc(S(=O)(=O)N3CCCCCC3)c2)cc1OC	6	49*	15	-10	9.1	-6	23	35	13
C=CCNc1nc(Cl)nc(Nc2ccc(OCC)cc2)n1	4	-16	-1.9	7	-2.1	21	-13	11	-0.1
CC(=O)OCC(=O)C1(O)CCC2C3CCC4CC(O)CCC4(C)C3C(=O)CC21C (stereo not drawn)	.	.	.	.	.	5	4	-4	1.5
CSc1ccccc1OCc1cc(C(=O)NCCN2CCCc3ccccc32)no1	0	-22	-1.5	-3	0.1	18	-11	17	1.0
Cn1cc(C[C@H](NC(=O)OC(C)(C)C)C(=O)N[C@@H](CO)Cc2ccccc2)c2ccccc21	.	-13	-1.6	-3	0.2	13	-13	7	-0.6
O=C(Cc1c(F)cccc1Cl)NCC1CCCO1 (stereo not drawn)	2	5	0.4	6	0.2	3	-12	-13	0.4
NC(=O)CCN1CCN(S(=O)(=O)/C=C/c2ccccc2)CC1	-4	3	1.1	4	-0.3	3	-1	-18	0.1
CCC1CCCCN1CCCNS(=O)(=O)c1ccc2c(c1)oc(=O)n2C (stereo not drawn)	-5	-6	2.0	-3	3.3	-12	0	-17	0.7
Oc1ccc(Cl)cc1CNCc1ccc(Cl)cc1	.	-21	15	-10	3.9	12	-23	8	3.7
COc1ccc(CN(C)S(=O)(=O)c2nnc(NC(=O)c3ccc(C)cc3)s2)cc1OC	1	-11	3.9	1	7.5	-21	4	5	2.8
Cc1ccc(CNS(=O)(=O)c2c(C(=O)N3CCCCCC3)c(C)n(C)c2C)cc1	-5	-24	-0.4	0	-0.8	9	5	-16	-0.5
Cc1cc(=O)oc2cc(OCCC[n+]3ccccc3)ccc12	-4	-4	-0.7	-1	-0.1	21	-11	-10	1.1
O=C(O)c1ccccc1NC(=O)C1CCCO1 (stereo not drawn)	-1	5	0.9	12*	0.4	13	-3	-20	0.5
O=C(Nn1cnnc1)c1ccc([N+](=O)[O-])cc1	-1	6	-0.3	-9	-0.1	16	-7	8	0.4
CCNC(=S)N/N=C/c1ccc(C#N)cc1	0	-7	0.9	-2	-0.4	31	-10	9	2.2
COc1ccc2[nH]c(O)c(N=NC(=O)c3ccc(NS(=O)(=O)c4cccs4)cc3)c2c1	.	6	-1.0	-6	-0.8	-3	-7	5	0.0
COc1ccc(C(CNC(=O)CCNS(=O)(=O)c2ccc(C)cc2)N2CCOCC2)cc1 (stereo not drawn)	.	-26	-1.0	-7	-0.4	-19	8	-26	-0.8
